NSD2 block – inhibitors of human NSD2, primary screen, biochemical, plate reader, single point | Histone-lysine N-methyltransferase NSD2 (Homo sapiens), O96028 | NSD2-SET H3K36me1 DELFIA fluorescence | inhibition, % at 12.5 µM | 44,000 compounds, 0.07% hits; in the data active = inhibition above about 54%, passing the limit was not always enough; inconclusive = no clear call, values can overlap the other calls;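 note: inhibitors reduce the monomethyl H3K36 fluorescence signal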
Target sequence (O96028 whole entry, looked up): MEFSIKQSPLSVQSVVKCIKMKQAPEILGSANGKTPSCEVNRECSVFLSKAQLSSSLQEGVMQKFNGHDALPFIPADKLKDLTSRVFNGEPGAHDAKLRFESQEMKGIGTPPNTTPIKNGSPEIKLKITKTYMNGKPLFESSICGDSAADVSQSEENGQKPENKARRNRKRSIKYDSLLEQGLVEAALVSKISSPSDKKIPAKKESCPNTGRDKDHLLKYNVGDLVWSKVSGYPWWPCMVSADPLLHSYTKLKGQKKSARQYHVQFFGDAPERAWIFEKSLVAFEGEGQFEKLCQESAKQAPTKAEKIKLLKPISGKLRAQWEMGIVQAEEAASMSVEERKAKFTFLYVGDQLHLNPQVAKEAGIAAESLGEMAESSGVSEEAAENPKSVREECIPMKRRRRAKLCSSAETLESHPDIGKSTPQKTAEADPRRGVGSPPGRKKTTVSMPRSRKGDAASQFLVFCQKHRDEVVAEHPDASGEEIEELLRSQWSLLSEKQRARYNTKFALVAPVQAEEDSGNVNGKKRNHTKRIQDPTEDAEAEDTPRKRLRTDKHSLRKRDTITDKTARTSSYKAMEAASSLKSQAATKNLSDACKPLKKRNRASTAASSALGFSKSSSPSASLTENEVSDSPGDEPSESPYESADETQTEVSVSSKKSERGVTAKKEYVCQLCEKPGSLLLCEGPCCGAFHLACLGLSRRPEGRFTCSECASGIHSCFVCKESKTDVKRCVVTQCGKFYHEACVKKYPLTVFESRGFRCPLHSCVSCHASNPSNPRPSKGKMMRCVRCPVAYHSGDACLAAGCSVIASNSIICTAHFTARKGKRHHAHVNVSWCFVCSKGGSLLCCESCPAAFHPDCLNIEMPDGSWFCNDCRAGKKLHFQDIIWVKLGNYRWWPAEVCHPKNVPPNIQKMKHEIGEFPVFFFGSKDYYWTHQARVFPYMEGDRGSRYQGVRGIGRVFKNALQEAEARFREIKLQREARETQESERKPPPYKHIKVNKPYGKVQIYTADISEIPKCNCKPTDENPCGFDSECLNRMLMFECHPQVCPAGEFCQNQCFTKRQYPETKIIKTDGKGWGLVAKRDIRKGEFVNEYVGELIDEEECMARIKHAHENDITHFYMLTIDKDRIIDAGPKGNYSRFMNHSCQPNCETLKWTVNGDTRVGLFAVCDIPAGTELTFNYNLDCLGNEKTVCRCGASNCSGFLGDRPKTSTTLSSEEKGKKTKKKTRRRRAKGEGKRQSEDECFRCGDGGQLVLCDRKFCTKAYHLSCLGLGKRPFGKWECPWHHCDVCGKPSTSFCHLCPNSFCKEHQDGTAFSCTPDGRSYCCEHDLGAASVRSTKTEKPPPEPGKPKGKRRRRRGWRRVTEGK
* marks the source's active call; other numbers are inactive results; ? = inconclusive.

molecule | NSD2 block
C[C@@H]1CN([C@H](C)CO)S(=O)(=O)c2ccc(C#CC(C)(C)O)cc2O[C@H]1CN(C)Cc1ccc(-c2ccccc2)cc1 | 4
O=C(CCCCCCC(=O)Nc1ccccc1O)N/N=C/c1ccccc1OCCO | -1
C[C@H]1CN([C@@H](C)CO)C(=O)Cc2cc(NC(=O)Nc3ccc(F)cc3)ccc2O[C@H]1CN(C)C(=O)Nc1ccccc1 | 5
C[C@@H]1CCCCO[C@@H](CN(C)Cc2ccc(Cl)c(Cl)c2)[C@@H](C)CN([C@H](C)CO)C(=O)c2cc(NC(=O)CCCCCC(=O)Nc3ccccc3N)ccc2O1 | 1
Cc1c(Cl)c(C(F)(F)F)nn1CC(=O)Nc1ccc(C#N)cc1 | -5
C[C@H]1CN([C@@H](C)CO)C(=O)Cc2cc(NC(=O)C3CC3)ccc2O[C@@H]1CN(C)Cc1ccc(C(=O)Nc2ccccc2N)cc1 | -3
C=CC1CN(S(=O)(=O)c2ccc(Br)cc2)C(=O)N1c1ccc(Br)cc1 (stereo not given) | 1
CNC[C@@H]1Oc2ccc(NC(=O)NC(C)C)cc2CC(=O)N([C@@H](C)CO)C[C@H]1C | -267
C[C@H](CO)N1C[C@H](C)[C@H](CN(C)C)OCCCC[C@H](C)Oc2ccc(NC(=O)C3CCCCC3)cc2C1=O | -1
Cc1noc(C)c1NC(=O)Nc1ccc2c(c1)C(=O)N([C@H](C)CO)C[C@@H](C)[C@@H](CN(C)C(=O)Nc1ccccc1)O2 | -4
COc1cc2c3cc1Oc1c(OC)c(OC)cc4c1[C@@H](Cc1ccc(OC(=O)c5ccc([N+](=O)[O-])cc5)c(c1)Oc1ccc(cc1)C[C@@H]3N(C)CC2)N(C)CC4 | 17
CC(=O)OCCNC(=O)c1cccnc1 | 1
C[C@@H]1CN([C@@H](C)CO)C(=O)c2ccccc2-c2ccccc2CO[C@@H]1CN(C)C(=O)Nc1ccnc(N2CCOCC2)c1 | 3
CCCC#Cc1cnc2c(c1)C(=O)N([C@H](C)CO)C[C@@H](C)[C@@H](CN(C)Cc1ccccc1)O2 | ?
O=C(O)CCCCCC(=O)N/N=C/c1ccccc1 | 0
COc1ccc(S(=O)(=O)N(C)C[C@@H]2Oc3ccc(NC(=O)CCCCCC(=O)Nc4ccccc4N)cc3CC(=O)N([C@H](C)CO)C[C@H]2C)cc1 | 2
Cc1noc(C)c1NC(=O)N(C)C[C@H]1OCc2cn(nn2)CCCC(=O)N([C@H](C)CO)C[C@@H]1C | 7
Cc1noc(C)c1S(=O)(=O)Nc1ccc2c(c1)C(=O)N([C@@H](C)CO)C[C@@H](C)[C@@H](CN(C)C(=O)NC1CCCCC1)OCCCC[C@@H](C)O2 | -3
COCC(=O)N(C)C[C@@H]1Oc2cc(-c3cccnc3)ccc2S(=O)(=O)N([C@@H](C)CO)C[C@H]1C | 10
C[C@H]1CN([C@@H](C)CO)C(=O)c2cc(C3=CCCCC3)cnc2O[C@H]1CN(C)Cc1cccnc1 | -1

In a second layout: results already given.
NSD2 block,Compound
17,COc1cc2c3cc1Oc1c(OC)c(OC)cc4c1[C@@H](Cc1ccc(OC(=O)c5ccc([N+](=O)[O-])cc5)c(c1)Oc1ccc(cc1)C[C@@H]3N(C)CC2)N(C)CC4
1,CC(=O)OCCNC(=O)c1cccnc1
3,C[C@@H]1CN([C@@H](C)CO)C(=O)c2ccccc2-c2ccccc2CO[C@@H]1CN(C)C(=O)Nc1ccnc(N2CCOCC2)c1
?,CCCC#Cc1cnc2c(c1)C(=O)N([C@H](C)CO)C[C@@H](C)[C@@H](CN(C)Cc1ccccc1)O2
0,O=C(O)CCCCCC(=O)N/N=C/c1ccccc1
2,COc1ccc(S(=O)(=O)N(C)C[C@@H]2Oc3ccc(NC(=O)CCCCCC(=O)Nc4ccccc4N)cc3CC(=O)N([C@H](C)CO)C[C@H]2C)cc1
7,Cc1noc(C)c1NC(=O)N(C)C[C@H]1OCc2cn(nn2)CCCC(=O)N([C@H](C)CO)C[C@@H]1C
-3,Cc1noc(C)c1S(=O)(=O)Nc1ccc2c(c1)C(=O)N([C@@H](C)CO)C[C@@H](C)[C@@H](CN(C)C(=O)NC1CCCCC1)OCCCC[C@@H](C)O2
10,COCC(=O)N(C)C[C@@H]1Oc2cc(-c3cccnc3)ccc2S(=O)(=O)N([C@@H](C)CO)C[C@H]1C
-1,C[C@H]1CN([C@@H](C)CO)C(=O)c2cc(C3=CCCCC3)cnc2O[C@H]1CN(C)Cc1cccnc1

The list goes on.
molecule | NSD2 block
C[C@@H]1CN([C@H](C)CO)C(=O)CCCn2cc(nn2)CO[C@@H]1CN(C)Cc1ccc(C(F)(F)F)cc1 | 0
C[C@@H]1CN([C@@H](C)CO)C(=O)c2cc(-c3ccccc3)cnc2O[C@H]1CN(C)Cc1ccc(C(=O)O)cc1 | -2
CNC[C@@H]1Oc2cc(-c3ccc(C)cc3)ccc2S(=O)(=O)N([C@@H](C)CO)C[C@H]1C | 7
C/C=C/c1cnc2c(c1)C(=O)N([C@H](C)CO)C[C@@H](C)[C@H](CN(C)S(=O)(=O)c1ccccc1)O2 | 4
NC(=O)c1ccc2[nH]ccc2c1 | -6
Cc1ccc(S(=O)(=O)N(C)C[C@H]2Oc3c(NC(=O)c4nc5ccccc5s4)cccc3C(=O)N([C@@H](C)CO)C[C@H]2C)cc1 | 10
Cc1cccc(C)c1Oc1nc(-c2ccccc2)ncc1S(=O)(=O)c1ccccc1 | -2
C[C@H](CO)N1C[C@H](C)[C@H](CN(C)C)Oc2cc(-c3cccnc3)ccc2S1(=O)=O | 2
C[C@@H]1CCCCO[C@@H](CN(C)C(=O)Nc2cccc3ccccc23)[C@H](C)CN([C@@H](C)CO)C(=O)c2cc(NC(=O)CCCN(C)C)ccc2O1 | -2
O=C(C[C@@H]1C[C@H]2c3cc(NS(=O)(=O)c4ccccc4)ccc3O[C@H]2[C@H](CO)O1)N1CCCCC1 | 5
COCC(=O)Nc1ccc2c(c1)[C@H]1C[C@@H](CC(=O)OC)O[C@H](CO)[C@H]1O2 | 4
C[C@@H]1CN([C@H](C)CO)C(=O)c2cc(C#CCN(C)C)cnc2O[C@@H]1CN(C)Cc1cccc(F)c1 | -6
C[C@H]1CCCCO[C@H](CN(C)C(=O)CCC(F)(F)F)[C@@H](C)CN([C@@H](C)CO)C(=O)c2cc(NC(=O)Cc3ccccc3)ccc2O1 | -1
C[C@H](CO)N1C[C@H](C)[C@@H](CN(C)S(=O)(=O)c2ccc(F)cc2)Oc2c(NC(=O)Nc3cccc4ccccc34)cccc2C1=O | -1
C[C@H]1CN([C@@H](C)CO)C(=O)c2cc(-c3cccc(C#N)c3)cnc2O[C@H]1CN(C)Cc1ccc(F)cc1 | -3
C[C@H]1CN([C@@H](C)CO)C(=O)c2cc(/C=C/c3ccccc3)cnc2O[C@H]1CN(C)S(=O)(=O)c1cccs1 | -2
COc1ccccc1NC(=O)N(C)C[C@@H]1OCc2cnnn2CCCC(=O)N([C@@H](C)CO)C[C@@H]1C | 40
CC(C)CC#Cc1cnc2c(c1)C(=O)N([C@H](C)CO)C[C@H](C)[C@H](CN(C)S(=O)(=O)c1cccs1)O2 | -1
C=CC(C)(O)CC/C=C(\C)CCC(O)C(C)(C)O (stereo not given) | 2
COc1ccc(NC(=O)N(C)C[C@@H]2Oc3ccc(NS(=O)(=O)c4c(C)noc4C)cc3C(=O)N([C@@H](C)CO)C[C@@H]2C)cc1 | -6
COc1ccccc1-c1cnc2c(c1)C(=O)N([C@H](C)CO)C[C@H](C)[C@@H](CN(C)C(=O)c1ccncc1)O2 | -127
C[C@H]1CN([C@@H](C)CO)S(=O)(=O)c2ccc(-c3ccncc3)cc2O[C@@H]1CN(C)C | 2
C/C=C/c1ccc2c(c1)O[C@@H](CN(C)C(=O)c1ccccn1)[C@H](C)CN([C@H](C)CO)S2(=O)=O | -3
C[C@@H]1CCCCO[C@H](CN(C)C(=O)Nc2ccccc2)[C@H](C)CN([C@@H](C)CO)C(=O)c2cc(NC(=O)Nc3ccc(F)cc3)ccc2O1 | -2
CNC[C@@H]1Oc2cc(C#CC3CCCC3)ccc2S(=O)(=O)N([C@@H](C)CO)C[C@H]1C | -1
CCCC#Cc1cnc2c(c1)C(=O)N([C@@H](C)CO)C[C@@H](C)[C@@H](CN(C)S(=O)(=O)c1ccccc1)O2 | 0
C[C@@H]1CN([C@H](C)CO)C(=O)c2cccc(N(C)C)c2O[C@@H]1CN(C)S(=O)(=O)c1ccccc1 | 3
CC(C)NC(=O)Nc1ccc2c(c1)C(=O)N([C@@H](C)CO)C[C@@H](C)[C@@H](CN(C)C(=O)NC(C)C)O2 | 5
C[C@H]1CCCCO[C@H](CN(C)C)[C@@H](C)CN([C@@H](C)CO)C(=O)c2cc(NC(=O)Nc3ccc(F)cc3)ccc2O1 | 3
C[C@H]1CN([C@@H](C)CO)C(=O)c2cc(NS(=O)(=O)c3ccc(F)cc3)ccc2O[C@@H]1CN(C)CC1CCCCC1 | 1
CC(C)C#Cc1cnc2c(c1)C(=O)N([C@H](C)CO)C[C@H](C)[C@H](CN(C)S(=O)(=O)c1cn(C)cn1)O2 | -5
COc1ccc(C#Cc2ccc3c(c2)O[C@H](CN(C)C(=O)NC2CCCCC2)[C@H](C)CN([C@H](C)CO)S3(=O)=O)cc1 | -3
COc1ccc(C2CC(=O)c3c(O)cc(O)cc3O2)cc1O (stereo not given) | 0
CC(C)NC(=O)Nc1ccc2c(c1)C(=O)N([C@@H](C)CO)C[C@H](C)[C@H](CN(C)S(=O)(=O)c1cn(C)cn1)O2 | 2
C[C@H]1CCCCO[C@H](CN(C)C(=O)Nc2ccc(F)cc2)[C@@H](C)CN([C@@H](C)CO)C(=O)c2cc(NC(=O)Nc3cccc4ccccc34)ccc2O1 | -2
CCC(=O)N(C)C[C@H]1Oc2cc(-c3ccccc3F)ccc2S(=O)(=O)N([C@H](C)CO)C[C@H]1C | -3
COc1ccc(NC(=O)N(C)C[C@H]2Oc3ncc(C4=CCCC4)cc3C(=O)N([C@H](C)CO)C[C@H]2C)cc1 | 11
C[C@H]1CCCCO[C@H](CN(C)C(=O)CCCN(C)C)[C@@H](C)CN([C@@H](C)CO)C(=O)c2cc(NS(=O)(=O)c3ccc(Cl)cc3)ccc2O1 | 3
C[C@@H]1CN([C@@H](C)CO)C(=O)c2cccc(NS(=O)(=O)c3ccc(Cl)cc3)c2O[C@@H]1CN(C)C(=O)Nc1ccc(C(F)(F)F)cc1 | -12
C[C@@H]1CCCCO[C@@H](CN(C)S(=O)(=O)c2cccs2)[C@H](C)CN([C@@H](C)CO)C(=O)c2cc(NC(=O)Nc3ccc(F)cc3)ccc2O1 | 18
C[C@@H]1CCCCO[C@H](CN(C)C(=O)Nc2cccc3ccccc23)[C@@H](C)CN([C@H](C)CO)C(=O)c2cc(NC(=O)C3CCCCC3)ccc2O1 | 10
C[C@@H]1CN([C@H](C)CO)C(=O)c2cc(NS(=O)(=O)c3cn(C)cn3)ccc2O[C@@H]1CN(C)S(C)(=O)=O | 0
COc1ccc(S(=O)(=O)N(C)C[C@H]2OCCCC[C@@H](C)Oc3ccc(NC(=O)Nc4ccc(F)cc4)cc3C(=O)N([C@@H](C)CO)C[C@@H]2C)cc1 | 4
CC(C)OC(=O)N(C)C[C@H]1OCc2cnnn2CCCC(=O)N([C@@H](C)CO)C[C@@H]1C | -4
O=C(NCc1ccccc1)C1=C[C@H](C2CCCCC2)C[C@H](OCc2ccc(CO)cc2)O1 | -3
COc1ccccc1N1CCN(CCn2c(=O)[nH]c3c([nH]c4ccccc43)c2=O)CC1 | -1
C=C1C2(C)OC(=O)C34OC2C2=C(CO)C5(CCC2(C)C13C(=O)OC4C)C(O)CC(=O)OC5(C)C (stereo not given) | -2
O=c1cc(-c2ccccc2)oc2cc(O)ccc12 | -5
O=C(O)CNc1ncnc2oc(-c3ccccc3)c(-c3ccccc3)c12 | 0
C/C=C/c1ccc2c(c1)O[C@H](CN(C)C(=O)c1ccc(F)cc1)[C@@H](C)CN([C@@H](C)CO)S2(=O)=O | 5
C[C@@H]1CCCCO[C@H](CN(C)CC2CCCCC2)[C@@H](C)CN([C@H](C)CO)C(=O)c2cc(NC(=O)CCCCCC(=O)Nc3ccccc3N)ccc2O1 | 3
CN1CCN(C(=O)C[C@H]2C[C@H]3c4cc(NS(C)(=O)=O)ccc4O[C@H]3[C@H](CO)O2)CC1 | 4
COc1ccc(S(=O)(=O)Nc2ccc3c(c2)CC(=O)N([C@@H](C)CO)C[C@H](C)[C@@H](CN(C)C(=O)Nc2ccc(F)cc2)O3)cc1 | -1
COc1ccc(S(=O)(=O)N(C)C[C@@H]2Oc3c(NS(=O)(=O)c4ccccc4)cccc3C(=O)N([C@H](C)CO)C[C@@H]2C)cc1 | 1
CCCNC(=O)N(C)C[C@@H]1Oc2ncc(C#CCC3CCCC3)cc2C(=O)N([C@H](C)CO)C[C@H]1C | 3
C[C@H](CO)N1C[C@H](C)[C@H](CN(C)C(=O)Nc2ccccc2)Oc2ccc(NS(=O)(=O)c3ccccc3)cc2CC1=O | 1
O=C(CCCCCC(=O)Nc1ccccc1O)N/N=C/c1ccc(N2CCCC2)cc1 | -2
C[C@H]1CN([C@@H](C)CO)S(=O)(=O)c2ccc(C#CC(C)(C)O)cc2O[C@@H]1CN(C)Cc1ccccc1 | 3
C[C@@H]1O[C@@H](O[C@H]2[C@@H]3C=CO[C@@H](O[C@@H]4O[C@H](CO)[C@@H](O)[C@H](O)[C@H]4O)[C@@H]3[C@@]3(CO)O[C@@H]23)[C@H](OC(=O)/C=C/c2ccc(O)c(O)c2)[C@H](O)[C@H]1O | -12
COc1ccc(CN(C)C[C@H]2OCCCC[C@H](C)Oc3ccc(N(C)C)cc3C(=O)N([C@H](C)CO)C[C@H]2C)cc1 | 7

Screens (PubChem)

Not all compounds are listed; the hit share may differ from the screen's.
